TCR act = activates T cell receptor signaling; primary human leukocytes, anti-CD3, IL-2 HTRF, 48 h; Potency, µM (doses to about 9.22 µM), without a hit: at the highest dose activation of IL-2 secretion, most hits filed as activators; 330,000 tested, under 10 active; also: % of control where 0% means no effect
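Using a-CD3 beads without co-stimulation, primary human leukocytes were exposed to compounds for 48 hr. An HTRF IL-2 kit measured the cytokine, with europium-to-d2 energy transfer producing emission at 665nm upon 320nm excitation.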
Eya2 inh = inhibitors of human Eya2 phosphatase activity; O00167; recombinant Eya2, OMFP fluorescence dephosphorylation (OMFP is methylfluorescein phosphate); Potency, µM (top dose mostly 76.9 µM), for inactives: at the highest dose activity, negative = inhibition, actives largely listed as inhibitors; 330,000 compounds, 0.006% hits; also: potency is read from the fitted curve at half-maximal effect; % is scaled to controls: 0 for no effect and ±100 for the full control effect
Target sequence (O00167 whole entry, looked up): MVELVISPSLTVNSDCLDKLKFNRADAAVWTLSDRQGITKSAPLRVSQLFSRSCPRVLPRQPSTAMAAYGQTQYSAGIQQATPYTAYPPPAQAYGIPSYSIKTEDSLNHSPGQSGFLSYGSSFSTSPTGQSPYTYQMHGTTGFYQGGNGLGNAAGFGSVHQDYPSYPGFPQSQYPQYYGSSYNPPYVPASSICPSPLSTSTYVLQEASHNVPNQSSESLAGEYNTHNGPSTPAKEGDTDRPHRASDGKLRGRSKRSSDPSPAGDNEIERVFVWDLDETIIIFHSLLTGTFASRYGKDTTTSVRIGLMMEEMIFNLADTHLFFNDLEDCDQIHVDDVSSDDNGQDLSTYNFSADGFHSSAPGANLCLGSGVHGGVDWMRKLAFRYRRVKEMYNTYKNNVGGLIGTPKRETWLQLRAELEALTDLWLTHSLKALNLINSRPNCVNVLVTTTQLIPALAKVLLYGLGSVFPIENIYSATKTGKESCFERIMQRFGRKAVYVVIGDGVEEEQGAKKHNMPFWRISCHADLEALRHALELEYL
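Eya2 (0.2 uM) preincubated 10 min at ambient with compound, then OMFP substrate added at 50 uM; 10 min reaction in 50 mM HEPES pH 7.5, 50 mM NaCl, 5 uM MgCl2, 0.05% BSA, 1 mM DTT. Fluorescence read at Ex 485/Em 525 nm.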
PTAP TSG101 blk = blocks PTAP/TSG101 interaction to inhibit HIV-1 budding; Q99816; Fluorescence polarization, FITC-PTAP peptide / Tsg101 binding; Potency, µM (series often up to 115 µM), inactives show at the highest dose activity change, negative = inhibition, usual class: inhibitors; 340,000 tested, under 10 active; AID 493005; active = well fitted inhibition curve with a large enough effect in the main read-out, with a control signal flat, not every such curve was filed as active; inconclusive = small, poorly fitted or top-dose-only effect, or effect the other way, or a change in a side signal; inactive = no such curve, though single readings can be large or run the other way; also: potency is read from the fitted curve at half-maximal effect; % of control where 0% means no effect
Target sequence (Q99816 whole entry, looked up): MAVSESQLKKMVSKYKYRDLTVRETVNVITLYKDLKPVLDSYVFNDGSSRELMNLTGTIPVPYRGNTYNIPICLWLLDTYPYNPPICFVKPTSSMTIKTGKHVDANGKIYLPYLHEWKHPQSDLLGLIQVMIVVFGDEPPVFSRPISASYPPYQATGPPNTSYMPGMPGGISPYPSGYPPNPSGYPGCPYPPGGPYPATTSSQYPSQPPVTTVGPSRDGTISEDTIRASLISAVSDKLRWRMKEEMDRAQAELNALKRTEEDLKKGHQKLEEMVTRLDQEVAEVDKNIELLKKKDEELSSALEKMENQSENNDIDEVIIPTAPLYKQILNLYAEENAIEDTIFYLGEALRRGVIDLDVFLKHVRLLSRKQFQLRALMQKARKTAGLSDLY
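Compounds were pin-transferred onto Tsg101 binding domain (10 uM final) in HEPES pH 7.5 buffer, then FITC-PTAP peptide was added at 50 nM final. After 20 min at RT, polarization reported peptide displacement across a qHTS concentration series.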
ELG1 DNA repair = inhibitors of ELG1-dependent DNA repair in HEK293T cells; HEK293T ELG1-luciferase reporter, luminescence, 16 h; DNA damage induced by 5-fluorouridine; Potency, µM (series often up to 46.1 µM), without a hit: at the highest dose activity change, negative = inhibition, actives largely listed as inhibitors; 330,000 compounds, 2.3% hits; AID 504467; also: potency is read from the fitted curve at half-maximal effect; % is scaled to controls: 0 for no effect and ±100 for the full control effect; nearly all actives have a fitted effect of over 55% in size
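Step one: seed 2,000 cells per well. Step two: pin-transfer compound or DMSO alongside 5-fluorouridine. Step three: incubate 16 hr, 37 °C, 5% CO2. Step four: add ONE-Glo, wait 30 min, read luminescence.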
TSHR antagonist = human thyrotropin receptor antagonism; P16473; TSHR-expressing cells, TSH-stimulated cAMP HTRF, 2 h; stronger effect = lower value; activity change, negative = inhibition, % at 11.5 µM; 330,000 compounds, 0.2% hits; AID 504810;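 active = activity change below a set negative limit, meaning inhibition stronger than a set level, cut at about -70% in these data; inconclusive = activity change between two set negative limits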; also: % is scaled to controls: 0 for no effect and ±100 for the full control effect
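Freshly harvested TSHR cells receive pin-tooled compound, then EC80 TSH at 4nM final. After 2 hours at 37 deg C, antibody in lysis buffer and cAMP-d2 are added; 30 minutes at ambient temperature precede the HTRF read.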
Mito fusion act = inhibitors of mitochondrial division or activators of mitochondrial fusion; S. cerevisiae fusion-defective mutant growth rescue, CellTiterGlo 48 h; Potency, µM (series often up to 46.1 µM), inactives show at the top dose growth rescue (activation), usual class: activators; 320,000 compounds, 0.23% hits;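 also: potency is read from the fitted curve at half-maximal effect; % of control where 0% means no effect; nearly all actives have a fitted effect of over 45% in size; temperature-sensitive fusion mutants such as fzo1-1 at 37 °C on non-fermentable ethanol glycerol medium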
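S. cerevisiae fusion-defective temperature-sensitive mutants (e.g. fzo1-1, mgm1-5) grown 48 h at 37C in YPEG (ethanol/glycerol non-fermentable) medium with 23 nl compound per well; growth rescue read as CellTiterGlo luminescence.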
AT treatment = potential ataxia-telangiectasia treatment; […] A-T fibroblasts, KAP-1 phosphorylation AlphaLISA; neocarzinostatin DNA damage 30 min before lysis; Potency, µM (titrated, usually from 57.5 µM), for the others: at the highest dose activation, actives largely listed as activators; 320,000 compounds, 0.19% hits; also: potency is read from the fitted curve at half-maximal effect; % of control where 0% means no effect; nearly all actives have a fitted effect of over 45% in size
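hTERT-immortalized A-T patient fibroblasts ([…]), 500 cells/well in OPTI-MEM, 1% FBS, got compounds for 60 min, then NCS for 30 min at 37C. Lysates were then assayed for phospho-KAP-1 by AlphaLISA (anti-pKAP1 donor, anti-KAP1 acceptor beads), 6 hr at 25C.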
BCR signal inh = blocks chronic active B-cell receptor signaling; ABC-DLBCL IkBa-CBG/CBR reporter, luminescence ratio, 4 h; Potency, µM (highest dose often 46.1 µM), for the others: top-dose ratio change, negative = lower green/red ratio, actives largely listed as inhibitors; 340,000 compounds, 0.05% hits; AID 493014; active = well fitted inhibition curve with a large enough effect in the signal ratio, with a control signal flat, not every such curve was filed as active; inconclusive = small, poorly fitted or top-dose-only effect, or effect the other way, or a change in a side signal; the % refers to the signal ratio;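 also: potency is read from the fitted curve at half-maximal effect; plate controls were basal doxycycline-induced cells for no effect and cells given 10 µM MG132 for full effect; MG132 reads +100%, hits lower the ratio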
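Concentration-response series (up to 46 uM) were applied to TMD8 dual-reporter cells for 4 h at 37C with doxycycline. Green/red ratio, after filter-overlap correction, defined %Activity; red signal alone was normalised to basal cells and zero luminescence.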
Tb PFK inh = T. brucei PFK enzyme inhibition. Potency, µM (top dose mostly 57.5 µM), inactives show top-dose activity, negative = inhibition, actives largely listed as inhibitors. T. brucei PFK, ADP-Glo luminescence. O15648. 330,000 compounds, 0.17% hits;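 also: potency is read from the fitted curve at half-maximal effect; 0% = uninhibited 1x PFK enzyme wells and -100% = no-enzyme wells; nearly all actives have a fitted effect of over 60% in size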
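PFK 1.25 nM, F6P 0.5 mM, ATP 0.1 mM, 0.1 M TEA pH 8.0, 5 mM MgCl2, 0.01% Tween20, 0.1% BSA; 45 min RT. ADP-Glo readout. qHTS titration up to 57 uM; curves fitted, compounds curve-classed.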
Integrin act MD = activates integrin-mediated alleviation for muscular dystrophy. alpha7betagal myoblasts, beta-gal FDG fluorescence, 48 h. Potency, µM (titrated, usually from 38.3 µM), inactives show top-dose activation, actives largely listed as activators. 350,000 compounds, 0.064% hits. AID 624291;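 also: potency is read from the fitted curve at half-maximal effect; 100% = response of the positive control SU9516; nearly all actives have a fitted effect of over 60% in size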
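Alpha7betagal+/- myoblasts (passage 13) were plated 16-24 hr, then exposed to compounds (1:260 dilution of DMSO stock) for 48 hours at 37C. After MPER lysis, β-galactosidase reporter activity was read as FDG fluorescence (ex 480/em 540) after 30 minutes.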
ASM inhibitor = inhibitors of human secretory acid sphingomyelinase | P17405 | placental ASM, HMU-PC fluorogenic substrate, 60 min | Potency, µM (doses to about 57.5 µM), without a hit: at the highest dose activity change, negative = inhibition, most hits filed as inhibitors | 340,000 compounds, 0.006% hits | AID 504937; also: potency is read from the fitted curve at half-maximal effect
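Human placenta-derived ASM enzyme was preincubated with compound for 10 minutes at room temperature, then given fluorogenic substrate HMU-PC0 (9 uM final) for 60 minutes at 37 °C; a pH 10 stop preceded fluorescence reading at Ex 386/Em 447 nm.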
Active calls of the source: *; ? = inconclusive; · = not tested or not shown; [ ] = remark or other dose. Unless noted, calls follow the shape of the dose curve; as a rule, active = well fitted curve in the direction sought with a large enough effect; inconclusive = small, poorly fitted or top-dose-only effect, or another doubt; inactive = no such curve, though single readings can be large; an effect the other way counts as inactive or inconclusive.

SMILES	TCR act	Eya2 inh	PTAP TSG101 blk	ELG1 DNA repair	TSHR antagonist	Mito fusion act	AT treatment	BCR signal inh	Tb PFK inh	Integrin act MD	ASM inhibitor
CCCCC(=O)NCc1ccc(F)cc1	12%[46.1 µM]	-1%	-1%	8%	-3	-2%	-2%	0%	0%	14%	5%
Cc1ccccc1C(=O)NC(=S)NC1CCSC1=O (configuration not stated)	-8%[46.1 µM]	9%	1%	-4%	-1	-6%	0%	?	-8%	9%	0%
COCCCN1C(=O)c2ccc(C(=O)Nc3cccc(OC)c3)cc2C1=O	0%	1%	1%	?	3	1%	·	3%	0%	-7%	0%
COc1ccc(S(=O)(=O)Cc2ccc(C(=O)N3CCN(c4cc(Cl)ccc4C)CC3)o2)cc1	-5%	-27%	-7%	?	-18	19%	3%	?	-2%	3%	-11%
COc1ccc(N2CCN(C(=O)CNS(=O)(=O)c3ccc(Br)s3)CC2)cc1	-3%	-9%	-4%	5%	0	-6%	-6%	-2%	2%	?	-2%
COC(=O)CN1C(=O)[C@H]2[C@@H](c3ccc(C)o3)N3C(=O)CN(CCO)C(=O)[C@@]3(Cc3ccccc3)[C@H]2C1=O	-3%	-2%	-2%	0%	5	3%	-8%	-10%	-2%	-7%	4%
CCOC(=O)CC(=O)CSc1ncnc2c1nnn2-c1ccc(OC)cc1	2%	2%	-1%	5%	-10	1%	-3%	-4%	0%	13%	-1%
C/C(=N\NS(C)(=O)=O)c1ccc(C)cc1	·	4%	-3%	3%	-5	-3%	2%	?	3%	13%	2%
O=C1c2ccccc2C(=O)N1CCCc1cn(C[C@H]2CC[C@@H]([C@@H]3CC[C@H](Cn4cc(CCCN5C(=O)c6ccccc6C5=O)nn4)O3)O2)nn1	-1%	-3%	-3%	?	-10	0%	-8%	?	2%	0%	3%
CN(C)/C=N/c1ncc(-c2ncc(C(F)(F)F)cc2Cl)cn1	-10%	-23%	0%	?	2	-10%	2%	-10%	-1%	10%	62%[activator]
Fc1ccc(COc2ccccc2C(=S)N2CCCC2)cc1	2%[46.1 µM]	11%	1%	4%	-13	23%	8%	-1%	0%	-26%	-1%
COc1ccc(-c2noc(CCCC(=O)NC3CCCC3)n2)cc1	-4%	-8%	0%	4.6µM*	-6	8%	-15%	8%	-9%	-49%[inhibitor]	2%
Cc1onc(-c2ccccc2)c1C(=O)N/N=C/c1cc(Br)c(Br)o1	1%[46.1 µM]	-2%	-11%	-12%	1	?	-1%	?	-8%	-18%	-6%
COc1ccc(S(=O)(=O)Nc2ccccc2C(=O)NC2CC2)cc1NC(C)=O	2%	9%	-3%	1%	3	2%	2%	0%	-9%	-5%	8%
CCN(CC(=O)Nc1ccc2c(c1)OCCO2)C(=O)C(C)Oc1ccc(Cl)cc1 (configuration not stated)	-1%	-22%	3%	-2%	21	1%	-11%	-2%	-2%	-14%	-2%
COc1ccc(-c2nc3ccccc3c(=O)[nH]2)cc1	10%	-7%	-1%	?	-12	-1%	6%	9%	-3%	3%	0%
COc1ccc(C(CC(=O)Nc2ccc(C)cc2)NC(=O)C(F)(F)F)cc1 (configuration not stated)	6%[46.1 µM]	6%	1%	2%	0	-1%	7%	9%	1%	-2%	7%
CCOc1ccccc1-c1cc(C(=O)N2CCOCC2)c2ccccc2n1	2%	-29%	·	-25%	-9	5%	9%	?	1%	2%	2%
COc1ccc(NC(=O)C2C3CC/C=C\CCC32)cc1 (configuration not stated)	-1%	1%	-2%	?	-14	2%	-1%	-8%	2%	1%	0%
CCc1noc(C)c1C(=O)NC1CC(C)(C)Cc2c1cnn2-c1ccccc1 (configuration not stated)	·	5%	·	-4%	10	3%	6%	5%	0%	·	·
COc1ccc(S(=O)(=O)N(CC(=O)Nc2cc(C)on2)Cc2ccccc2)cc1	4%	-8%	-1%	?	-3	12%	-9%	-1%	0%	33%	-2%
CN(C)c1ccc(C(CNC(=O)c2ccc(-c3ccccc3)cc2)N2CCOCC2)cc1 (configuration not stated)	·	24%	·	-15%	1	-7%	2%	1%	2%	·	·
O=S(=O)(c1ccccc1)N1CCN(CC2CC3C=CC2C3)CC1 (configuration not stated)	-2%	-9%	-3%	-2%	3	6%	2%	8%	1%	-8%	1%
Cn1c(CSc2ncccn2)nnc1SCC(=O)N1CCCCC1	·	-1%	·	13%	6	-1%	5%	1%	1%	-21%	-2%
O=C1CN(C(=O)CSc2ccccn2)c2ccccc2N1	-10%[46.1 µM]	7%	2%	?	-2	·	4%	5%	-2%	1%	6%
CSc1ccc(/C=N/N2CCN(c3ccccc3)CC2)cc1	·	-10%	-3%	-2%	-5	-5%	0%	5%	-2%	21%	2%
Cc1cccc(NC(=O)CN2C(=O)N/C(=C/c3ccc(C)o3)C2=O)c1	-1%[46.1 µM]	-1%	11%	?	12	-1%	6%	?	-15%	-4%	7%
c1ccc(-c2ccc(Oc3cc(N4CCOCC4)nc(-c4ccccc4)n3)cc2)cc1	-3%	17%	-4%	-6%	-1	0%	2%	-1%	1%	17%	-11%
CC(=O)c1cc(CN2CCC(n3nccc3NC(=O)c3ccccc3Cl)CC2)cs1	4%	-4%	0%	-9%	-3	-1%	3%	0%	0%	-2%	1%
CC(C)(C)NC(=O)CN(C(=O)c1ccc(CN2CCOCC2)o1)c1ccc2c(c1)OCCO2	-13%	-4%	0%	6%	2	-2%	3%	-1%	-2%	19%	4%
CN1CCN(CCCCOc2ccc(Br)cc2)CC1	0%	-18%	1%	13%	-8	-4%	-7%	0%	0%	-27%	5%
Cc1ccc(CNCC2CCCO2)o1 (configuration not stated)	·	11%	-3%	1%	4	0%	0%	-7%	-1%	17%	0%
COc1ccc(CC(=O)N2CCOCC2)cc1OC	-2%	5%	-4%	15%	9	-3%	-10%	-5%	-10%	-10%	1%
OCCC1CN(Cc2ccccc2O)CCN1CCCc1ccccc1 (configuration not stated)	·	6%	-1%	7%	-1	-9%	-1%	7%	3%	0%	-1%
CC(c1ccccc1)N(CCC(c1ccccc1)C1CCOC(C)(C)C1)C(=O)c1ccco1 (configuration not stated)	3%[46.1 µM]	-9%	-3%	23µM*	-14	23%	5%	?	-5%	-6%	-9%

Part of the list above in a different format:
Molecule,TCR act,Eya2 inh,PTAP TSG101 blk,ELG1 DNA repair,TSHR antagonist,Mito fusion act,AT treatment,BCR signal inh,Tb PFK inh,Integrin act MD,ASM inhibitor
Cc1cccc(NC(=O)CN2C(=O)N/C(=C/c3ccc(C)o3)C2=O)c1,-1%[46.1 µM],-1%,11%,?,12,-1%,6%,?,-15%,-4%,7%
CSc1ccc(/C=N/N2CCN(c3ccccc3)CC2)cc1,·,-10%,-3%,-2%,-5,-5%,0%,5%,-2%,21%,2%
CN(C)c1ccc(C(CNC(=O)c2ccc(-c3ccccc3)cc2)N2CCOCC2)cc1 (configuration not stated),·,24%,·,-15%,1,-7%,2%,1%,2%,·,·
CN1CCN(CCCCOc2ccc(Br)cc2)CC1,0%,-18%,1%,13%,-8,-4%,-7%,0%,0%,-27%,5%

From PubChem BioAssay
